Screening data: PubChem, several laboratories
CRFR2-BP antag – antagonists of CRF-binding protein/CRF-R2 receptor complex; HEK293 CRF-R2/CRF-BP, CRF-induced calcium fluorescence; inhibition, % at 11.8 µM; 350,000 compounds, 0.59% hits; AID 588475;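 active means inhibition of the ligand-induced calcium signal above about 50% at the single tested concentration, limit read from the data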
MEKK2 WT-MEK5 – raises or lowers MEK5 binding to wildtype human MEKK2 PB1 domain; Q9Y2U5; binding response (% of control), % at 10 µM; 290,000 compounds, 1.1% hits; bead flow cytometry, Alexa488-MEK5 binding to MEKK2 WT; actives lie on both sides; in the data active means binding response below about 67% or above about 130%
GalR3 antag – human GalR3 antagonism. O60755. HEK293 GalR3-CNG cAMP membrane potential fluorescence; galR3 body fused to GalR1 C-terminus. inhibition, % at 3 µM. 360,000 compounds, 0.44% hits. AID 651719;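 active means inhibition above the screen-wide average plus 3 SD, cut at about 13% in these data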;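 further: forskolin and galanin both at EC90 stimulate the cells; cAMP rise reported by CNG channel membrane potential dye signal; 0% = forskolin plus galanin with DMSO and 100% = forskolin alone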
Target sequence (O60755 1-299 limits assumed): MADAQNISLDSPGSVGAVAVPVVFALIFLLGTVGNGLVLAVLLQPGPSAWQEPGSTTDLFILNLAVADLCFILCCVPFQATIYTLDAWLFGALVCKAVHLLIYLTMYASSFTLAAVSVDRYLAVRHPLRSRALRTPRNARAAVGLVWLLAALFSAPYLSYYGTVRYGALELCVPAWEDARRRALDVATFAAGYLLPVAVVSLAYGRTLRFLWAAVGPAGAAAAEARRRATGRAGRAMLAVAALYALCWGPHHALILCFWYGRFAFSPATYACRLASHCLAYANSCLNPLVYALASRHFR
MEKK3 PB1 HTS – modulators (inhibitors or enhancers) of MEK5 binding to human MEKK3 PB1 domain; Q99759; bead-based flow cytometry, Alexa488-MEK5 binding to MEKK3; actives lie on both sides; 0 = blocked by unlabeled MEK5, 100 = vehicle; binding response (% of control), % at 10 µM; 290,000 compounds, 1.4% hits; AID 1529;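 active means binding response more than 3 SD above or below the average of its plate-row segment, actives on both sides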;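 further: Alexa488 bead fluorescence after subtracting the streptavidin-only scavenger bead signal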
Target sequence (Q99759 whole entry, looked up, the tested form may be a part): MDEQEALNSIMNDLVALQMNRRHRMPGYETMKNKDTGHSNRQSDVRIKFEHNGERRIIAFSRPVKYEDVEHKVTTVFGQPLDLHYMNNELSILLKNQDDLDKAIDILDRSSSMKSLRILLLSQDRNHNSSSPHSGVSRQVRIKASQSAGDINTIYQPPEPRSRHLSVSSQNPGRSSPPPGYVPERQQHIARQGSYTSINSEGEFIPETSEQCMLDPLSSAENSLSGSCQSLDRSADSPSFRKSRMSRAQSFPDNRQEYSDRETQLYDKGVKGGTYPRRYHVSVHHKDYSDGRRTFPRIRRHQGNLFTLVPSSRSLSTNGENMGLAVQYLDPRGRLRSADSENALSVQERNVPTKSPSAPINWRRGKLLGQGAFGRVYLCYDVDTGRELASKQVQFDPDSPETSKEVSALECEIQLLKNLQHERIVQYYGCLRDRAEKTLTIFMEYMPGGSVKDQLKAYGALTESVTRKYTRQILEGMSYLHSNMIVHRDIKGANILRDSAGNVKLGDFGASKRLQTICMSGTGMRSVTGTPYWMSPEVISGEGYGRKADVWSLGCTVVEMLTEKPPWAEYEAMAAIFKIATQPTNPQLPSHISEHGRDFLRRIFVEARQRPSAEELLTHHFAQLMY
FID counter – displaces DNA intercalator in HCV helicase counter-screen. DNA fluorescent intercalator displacement, fluorescence. inhibition, % at 7.9 µM. 290,000 compounds, 0.17% hits; in the data active means inhibition above about 37%;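 further: 0% = vehicle and 100% = reference compound; higher means more ethidium bromide displaced from hairpin DNA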
SUMO HTRF inh – inhibitors of human SUMOylation (UBC9); P63279; HTRF SUMOylation assay, SAE1/SAE2 + UBC9, in vitro; inhibition, % at 35 µM; 290,000 compounds, 0.36% hits; AID 2006; in the data active means inhibition above about 50%, passing the limit was not always enough; further: strong numbers were not always called active
Target sequence (P63279 whole entry, looked up): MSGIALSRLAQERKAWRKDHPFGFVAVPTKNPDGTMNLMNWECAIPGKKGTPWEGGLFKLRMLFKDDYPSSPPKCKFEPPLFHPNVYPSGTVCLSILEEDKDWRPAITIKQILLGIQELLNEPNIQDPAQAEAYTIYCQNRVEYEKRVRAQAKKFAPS
CRFBP-R2 agonist – CRF-BP/CRF-R2 complex agonism. HEK293 CRF-R2/CRF-BP, calcium dye fluorescence (FLIPR); percent of saturating CRF peptide response. activation, % at 13.2 µM. 350,000 compounds, 0.46% hits. AID 588473;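 active means activation of at least 50%, plus an integration ratio under a set limit after plate pattern correction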;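 further: plate controls were neutral control wells without compound for no effect and CRF at EC100 for full effect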
MEKK2mut PB1 HTS – signal of MEK5 binding to mutant human MEKK2 PB1 domain; bead flow cytometry, Alexa488-MEK5 binding to MEKK2 mutant; percent response, % at 10 µM; 290,000 compounds, 0.35% hits; AID 1530; in the data active means percent response above about 24%, passing the limit was not always enough; further: inactives centre near 1; some results filed as inactive read as strong as hits
HCV NS3 hel inh – inhibitors of Hepatitis C virus NS3 helicase | 290,000 compounds, 0.56% hits | inhibition, % at 10.9 µM | NS3 helicase DNA unwinding, Cy5 molecular beacon fluorescence;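 active means inhibition above the mean of all tested compounds plus 3 SD, set per campaign, cut at about 35% in these data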;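 further: 0% = DMSO wells and 100% = thioflavine S control wells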
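Control set: DMSO versus 110 µM thioflavine S; Material: NS3 helicase fragment of HCV; Measured by: Cy5 fluorescence at 0 and 60 min, beacon hairpin quenching; Read-out basis: percent inhibition from t60/t0 fluorescence ratio; Times: reaction time 60 min, 25 °C; Repeats: single replicate; Compound dosing: single dose, 10.9 µM nominal final, DMSO 0.8% final.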
An asterisk follows results filed as active; · = no result given. Not all compounds are listed (hit frequency here may not be typical).

SMILES	CRFR2-BP antag	MEKK2 WT-MEK5	GalR3 antag	MEKK3 PB1 HTS	FID counter	SUMO HTRF inh	CRFBP-R2 agonist	MEKK2mut PB1 HTS	HCV NS3 hel inh
O=C(Nc1ccccc1)C1=C[C@@H](c2ccc(C(F)(F)F)cc2)C[C@@H](OCCCCO)O1	1	101	-3	106	·	·	-2.0	-1	·
Cn1nc(C(C)(C)C)c([N+](=O)[O-])c1C(=O)NCCO	-5	100	-2	95	-1	7	1.4	-3	10
C[C@H](O)c1[nH]c2cc(F)ccc2c1[C@H](C)O	24	86	-6	93	-13	-1	0.2	-8	-9
O=C(CCCN1C(=O)c2cccc3cccc(c23)C1=O)N1CCN(Cc2ccc3c(c2)OCO3)CC1	-10	94	-6	97	-13	16	-1.1	-1	-21
COc1ccc(/C=N/OCC(=O)Nn2c(C)nc3ccccc3c2=O)cc1	9	106	-2	103	-10	2	-0.9	2	0
COc1ccc2[nH]c(=O)c(CN(CC3CCCO3)C(=O)Nc3ccccc3)cc2c1 (centres undefined)	7	98	-4	101	-8	13	0.0	-1	-5
CC(C)C[C@H](NC(=O)c1[nH]cnc1C(=O)N[C@H](C)c1ccccc1)C(=O)OCc1ccccc1	7	106	-3	108	-24	-31	1.4	6	-8
COc1cccc(C(=O)N(CN2CCCC2=O)c2cc(C)on2)c1	15	96	-1	100	0	3	-1.8	-2	9
COc1ccc(OC)c(N(CC(=O)N2CCCC2)S(=O)(=O)c2ccc(OC)c(OC)c2)c1	0	100	2	102	-13	12	0.7	4	3
O=C(c1cc(COc2cccc3cnccc23)on1)N1CCCC(CCCO)C1 (centres undefined)	-6	106	97*	100	-39	21	7.1	8	0
COc1cccc(NC(=S)NN2CCN(C)CC2)c1	-4	101	-2	102	-3	0	0.1	5	-2
Cc1ccc(Oc2nc3ccccc3n3cccc23)cc1	6	115	1	107	-4	-7	2.7	14	-9
COc1cc(OC)c(C2NC(=O)CCC2[N+](=O)[O-])cc1OC (centres undefined)	-3	111	-10	114	-5	1	-1.3	14	-9
O=S(=O)(c1ccc(NC(=S)NCc2ccco2)cc1)N1CCCCC1	-3	101	-2	102	-11	-6	-0.4	3	-9
COc1ccc(F)c(-c2nc(CN3CCN(C(=O)c4ccco4)CC3)c(C)o2)c1	-18	103	0	100	-31	2	-1.1	3	-1
S=c1[nH]nc(-c2cccc(Cl)c2)n1/N=C/c1ccc(-c2ccccc2Br)o1	3	90	-2	91	0	·	1.2	-6	0
CCc1nc(SCC(=O)Nc2nccs2)c2oc3ccccc3c2n1	-31	·	-1	·	-2	12	7.4	·	-3
O=C(COc1ccc(C2SCCS2)cc1)NNC(=O)C(Cl)Cl	-17	100	-4	98	2	-3	-0.2	1	25
O=C(Nc1cccnc1)c1ccc(COc2ccccc2Br)o1	-6	97	-10	87	-12	-5	0.8	2	1
COc1cc([N+](=O)[O-])ccc1NC(=S)N1CCOCC1	-11	104	-2	100	2	16	0.2	6	2
S=C1NCCOCCOCCOCCN1	-20	97	2	100	2	29	-0.9	2	3
Oc1cccc2ccc(Nc3ccccn3)nc12	9	111	-6	101	17	-102	0.9	4	-2
CC(=O)Nc1ncc2c(n1)CC(c1ccco1)CC2=O (centres undefined)	3	106	-3	101	1	-13	-0.3	1	1
O=C(COc1ccccc1)Nc1ccncc1Cl	-7	99	2	99	-7	12	0.1	6	8

Single values from above:
CRFR2-BP antag with COc1cc(OC)c(C2NC(=O)CCC2[N+](=O)[O-])cc1OC (centres undefined) stands at -3
CRFBP-R2 agonist with O=S(=O)(c1ccc(NC(=S)NCc2ccco2)cc1)N1CCCCC1 stands at -0.4

Next part.
SMILES	CRFR2-BP antag	MEKK2 WT-MEK5	GalR3 antag	MEKK3 PB1 HTS	FID counter	SUMO HTRF inh	CRFBP-R2 agonist	MEKK2mut PB1 HTS	HCV NS3 hel inh
CO/N=C(\CCC(=O)O)c1cccs1	-2	98	-4	100	3	4	-1.5	10	4
CCCCN(C)C(=O)c1cn(CC)c2nc(C)ccc2c1=O	10	104	-2	102	-8	25	0.6	14	-2
O=C(CC(NC(=O)c1ccccc1Cl)c1ccccc1)Nc1ccc2c(c1)OCO2 (centres undefined)	-10	104	1	102	-4	17	3.0	2	3
O=C(NCC1(c2ccccc2)CCCC1)C1(c2ccccc2)CCCC1	32	96	2	103	-16	0	-0.1	5	-19
Cc1ccccc1CSc1nnc(-c2ccncc2)o1	-13	106	4	106	-16	5	-0.4	2	-13
COc1ccc(CNC(=O)c2ccc(N3CCOCC3)c([N+](=O)[O-])c2)cc1	-11	97	-4	99	-3	5	1.4	4	6
CC1(C)OC(=O)N(CC(=O)Nc2cccc(C(F)(F)F)c2)C1(C)O (centres undefined)	16	81	-2	92	-1	13	-0.6	-13	0
CCOc1ccc(C(=O)N(CN2CCCC2=O)c2ccccc2)cc1	1	109	-4	109	-13	8	-1.1	5	-5
O=C1CCCN1c1ccc(Br)cc1	-4	100	-2	100	0	14	-0.6	4	-5
Cc1cc(Cl)c2oc(C(=O)NC(C)c3ccncn3)c(C)c2c1 (centres undefined)	16	97	2	102	-26	3	-2.1	9	-4
Cc1cc(-c2nnc3n2N=C(c2ccc(-c4ccccc4)cc2)CS3)n[nH]1	9	88	-3	100	-22	20	-0.4	-3	-32
CSC1=NC(NCCCO)c2c(sc3c2CC(C)(C)OC3)N1 (centres undefined)	-15	107	-4	110	-2	-11	-1.8	3	-8
Cc1ccc2cccc(Oc3ncnc4scc(-c5ccccc5)c34)c2n1	66*	107	-9	99	-10	-17	0.5	11	7
Cc1ccc(C(=O)N/C(=C/c2ccc(-c3cccc([N+](=O)[O-])c3)o2)C(=O)NC(C)C)cc1	2	·	-1	·	1	4	0.6	·	4
Cc1cc(NN)nc(Cc2ccccc2)n1	-4	96	-14	92	-16	5	0.3	-2	0
CCOC(=O)c1nn(-c2ccc(C)cc2)c(C)c1C(C)=O	2	119	1	119	-21	13	0.1	7	11
O=C(O)Cc1ccc(C(=O)c2cccs2)s1	-1	97	-4	93	-1	0	17	-4	2
Cc1ccccc1N/N=C/c1ccc(N2CCOCC2)cc1	-21	99	-7	103	0	-4	-2.7	4	1
CC(=O)Nc1ccc(S(=O)(=O)Nc2nc3ccccc3nc2-n2ccc(=NC(=O)c3ccc(F)cc3)cc2)cc1	7	99	9	103	-20	-5	17	1	1
CS(=O)(=O)N1CCC(C(=O)NCc2ccc3c(c2)OCO3)CC1	-6	97	1	102	2	5	2.3	4	11
CC(C(=O)NCc1ccccc1)N1C(=O)C2CC=C(Cl)CC2C1=O (centres undefined)	-3	110	-1	113	0	15	16	12	-2
O=C(CCCCCCCC(=O)NNC(=O)Nc1ccccc1)NNC(=O)Nc1ccccc1	27	91	4	97	0	-3	-2.9	10	0
C=CCOC(=O)C1=C(C)NC(=O)NC1c1ccc2c(c1)OCO2 (centres undefined)	18	105	-6	94	-9	13	-0.8	6	-1
CCc1ccccc1OCC(=O)Nc1ccc(S(N)(=O)=O)cc1	-3	95	-3	102	-8	0	1.0	-2	-4

Looked up by compound from above (2):
SMILES	CRFR2-BP antag	MEKK2 WT-MEK5	GalR3 antag	MEKK3 PB1 HTS	FID counter	SUMO HTRF inh	CRFBP-R2 agonist	MEKK2mut PB1 HTS	HCV NS3 hel inh
O=S(=O)(c1ccc(NC(=S)NCc2ccco2)cc1)N1CCCCC1	-3	101	-2	102	-11	-6	-0.4	3	-9
O=C(c1cc(COc2cccc3cnccc23)on1)N1CCCC(CCCO)C1 (centres undefined)	-6	106	97*	100	-39	21	7.1	8	0

One compound at a time, as listed above. Order of screens: CRFR2-BP antag	MEKK2 WT-MEK5	GalR3 antag	MEKK3 PB1 HTS	FID counter	SUMO HTRF inh	CRFBP-R2 agonist	MEKK2mut PB1 HTS	HCV NS3 hel inh
CCOC(=O)c1nn(-c2ccc(C)cc2)c(C)c1C(C)=O is listed as 2	119	1	119	-21	13	0.1	7	11
O=C(O)Cc1ccc(C(=O)c2cccs2)s1 is listed as -1	97	-4	93	-1	0	17	-4	2

Further compounds:
SMILES	CRFR2-BP antag	MEKK2 WT-MEK5	GalR3 antag	MEKK3 PB1 HTS	FID counter	SUMO HTRF inh	CRFBP-R2 agonist	MEKK2mut PB1 HTS	HCV NS3 hel inh
Cc1cccc(N/N=C/c2ccncc2)c1	0	113	-4	106	1	9	0.0	10	-13
Fc1cccc(NC(=S)NCCc2ccccc2)c1	16	99	-6	98	8	10	-0.1	1	-10
CC(C)CCN1CCN(Cc2cccn2-c2ccc(Cl)cn2)CC1CCO (centres undefined)	6	102	-6	100	8	-1	-0.9	5	-4
O=C(CCCN1C(=O)/C(=C/c2cccs2)SC1=S)Nc1cccc(O)c1	-19	96	-8	97	-4	0	0.0	3	-1
COc1ccc(CCC(=O)OC(C)C(=O)c2ccc(C)cc2)cc1 (centres undefined)	30	99	2	98	-20	9	-1.1	0	15
CCC(=O)N1CC2(CC(c3cccc(NC(=O)COc4ccc(Cl)cc4)c3)=NO2)C[C@@H]1C(N)=O (some centres undefined)	·	105	·	87	·	8	·	0	·
COc1cc(NC(=O)c2cc(-c3ccc4c(c3)OCO4)on2)cc(OC)c1OC	-1	98	1	98	-32	10	0.5	0	-1
CCC1CCCCN1S(=O)(=O)c1ccc2[nH]c(=O)ccc2c1 (centres undefined)	-8	95	·	99	-15	26	-4.5	-8	11
CCCCC1CCC(C(=O)Nc2ccc(S(=O)(=O)Nc3nccs3)cc2)CC1 (centres undefined)	33	100	·	108	-16	-1	-1.8	2	17
O=S(=O)(c1ccc(Cl)cc1)N1CCCC1c1nc(-c2ccc(Cl)cc2)no1 (centres undefined)	-4	98	-4	98	-11	-42	1.1	-3	-12
CN(C(=O)c1cccs1)c1ccc(OCC(=O)N2CCC(C(N)=O)CC2)cc1	7	102	-5	102	-1	0	-0.7	-1	-15
Cn1c(=O)[nH]c(=O)c2c1nc(N1CCC(Cc3ccccc3)CC1)n2Cc1ccccc1	-20	100	·	108	-4	-6	-0.2	5	-8
c1ccc(-c2n[nH]nc2-c2ccccc2)cc1	9	101	-7	103	-1	12	-4.4	2	-4

Reformatted: results already given
| mol | CRFR2-BP antag | MEKK2 WT-MEK5 | GalR3 antag | MEKK3 PB1 HTS | FID counter | SUMO HTRF inh | CRFBP-R2 agonist | MEKK2mut PB1 HTS | HCV NS3 hel inh |
| --- | --- | --- | --- | --- | --- | --- | --- | --- | --- |
| CC(C)CCN1CCN(Cc2cccn2-c2ccc(Cl)cn2)CC1CCO (centres undefined) | 6 | 102 | -6 | 100 | 8 | -1 | -0.9 | 5 | -4 |
| O=C(CCCN1C(=O)/C(=C/c2cccs2)SC1=S)Nc1cccc(O)c1 | -19 | 96 | -8 | 97 | -4 | 0 | 0.0 | 3 | -1 |
| COc1ccc(CCC(=O)OC(C)C(=O)c2ccc(C)cc2)cc1 (centres undefined) | 30 | 99 | 2 | 98 | -20 | 9 | -1.1 | 0 | 15 |
| CCC(=O)N1CC2(CC(c3cccc(NC(=O)COc4ccc(Cl)cc4)c3)=NO2)C[C@@H]1C(N)=O (some centres undefined) | · | 105 | · | 87 | · | 8 | · | 0 | · |
| COc1cc(NC(=O)c2cc(-c3ccc4c(c3)OCO4)on2)cc(OC)c1OC | -1 | 98 | 1 | 98 | -32 | 10 | 0.5 | 0 | -1 |
| CCC1CCCCN1S(=O)(=O)c1ccc2[nH]c(=O)ccc2c1 (centres undefined) | -8 | 95 | · | 99 | -15 | 26 | -4.5 | -8 | 11 |
| CCCCC1CCC(C(=O)Nc2ccc(S(=O)(=O)Nc3nccs3)cc2)CC1 (centres undefined) | 33 | 100 | · | 108 | -16 | -1 | -1.8 | 2 | 17 |
